Compound activity from PubChem BioAssay.
HepG2 viability: qHTS for Inhibitors of TGF-b: Cytotox Counterscreen. HepG2 CAGA-GFP viability, ATP luminescence, 18 h. Potency, µM (titrated, usually from 46.1 µM), inactives show at the highest dose activity change, negative = cytotoxicity, usual class: cytotoxic. 410,000 compounds, 0.76% hits; also: some results filed as inactive show a strong effect at the top dose
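HepG2 CAGA-GFP cells (1000/well, DMEM with 1% FBS) received compound, then TGF-beta at 500 pg/mL final, and were incubated 18 hours at 37 degrees C. Viability was read by CellTiter-Glo luminescence. Media-only wells were set as complete cell-killing and DMSO as no toxicity.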
KB-3-1 tox: qHTS assay for MDR1-selective chemotherapeutics: Primary screen using the parental adenocarcinoma cell KB-3-1. Potency, µM (series often up to 46.1 µM), without a hit: top-dose activity change, negative = cytotoxic, usual class: cytotoxic. 400,000 compounds, 1.4% hits. AID 1347075, 2019. KB-3-1 viability, CellTiter-Glo ATP luminescence, 72 h; also: % is scaled to controls: 0 for no effect and ±100 for the full control effect; nearly all actives have a fitted effect of over 60% in size
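KB-3-1 cells, DMEM (no phenol red) + 10% FBS; compound by pin transfer, 72 h, 37 °C. Readout: CellTiter-Glo luminescence after 10 min. Data normalized, curve-fitted.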
* marks the source's active call; other numbers are inactive results; ? = inconclusive. Calls follow the shape of the dose curve; as a rule, active = well fitted curve in the direction sought with a large enough effect; inconclusive = small, poorly fitted or top-dose-only effect, or another doubt; inactive = no such curve, though single readings can be large; an effect the other way counts as inactive or inconclusive. Potency is read from the fitted curve at half-maximal effect. Not all compounds are listed; rates above refer to the full screens.

SMILES | KB-3-1 tox | HepG2 viability
COc1ccc(OC)c(NC(=O)N2CC3CCCN3c3ccccc32)c1 (stereo not given) | -2% | -10%
CCc1ccccc1NC(=O)Cn1nc(CC)n2c(cc3sccc32)c1=O | 10% | -18%
COc1ccc(S(=O)(=O)c2c(Nc3cccc(Cl)c3)sc(C(=O)c3ccccc3)c2N)cc1 | ? | -14%
O=S(=O)(c1ccccc1)c1nnn2c1nc(NCc1ccccc1)c1sccc12 | 0% | 3%
O=C(O)/C=C/c1ccc2c(c1)S(=O)(=O)N(C1CCCC1)[C@H]2CC(=O)O | 6% | 28%
Cc1nnc(SCc2ccccc2Cl)c2cc3occc3n12 | 5% | -56%
COc1ccc(OC)c(CCNC(=O)c2cnn(-c3ccccc3Cl)c2C2CCN(C(=O)OC(C)(C)C)CC2)c1 | -2% | -18%
C=C1C=C(C(F)(F)F)n2ncc(C(=O)NCc3ccc(F)cc3)c2N1 | 47% | 0%
S=Cc1nc2ccccc2[nH]1 | ? | -1%
COc1cc(/C=C/c2nc3ccccc3nc2/C=C/c2cc(OC)c(OC)c(OC)c2)cc(OC)c1OC | ? | -9%
Cc1c(C(=O)N(Cc2cccc(F)c2)C2CCS(=O)(=O)C2)oc2cc(Br)ccc12 (stereo not given) | -27% | -15%
CC1(C)OC(=O)C2(Cc3cc([N+](=O)[O-])ccc3N3CCCCCC32)C(=O)O1 (stereo not given) | 15% | 5%
C(=Nc1ccc(/C=C/c2ccnc3ccccc23)cc1)c1ccc2c(c1)OCO2 | -7% | -37%
Cc1ccc2[nH]c(=O)c(CN(CCCO)Cc3nnnn3Cc3ccccc3)cc2c1 | -1% | -22%
C(=Nc1cnc2ccccc2c1)c1ccnc2ccccc12 | 19% | 5%

Quoted from the listing.
S=Cc1nc2ccccc2[nH]1 | HepG2 viability: -1%
COc1ccc(OC)c(NC(=O)N2CC3CCCN3c3ccccc32)c1 (stereo not given) | HepG2 viability: -10%

Following part.
SMILES | KB-3-1 tox | HepG2 viability
CCOC(=O)c1ccc(NC(=O)CS(=O)(=O)Cc2nc(-c3ccc(C)cc3)oc2C)cc1 | 24% | -27%
CC(CNC(=O)c1ccc2nc(CCc3ccccc3)oc2c1)c1ccccc1 (stereo not given) | -4% | -4%
Clc1ccc2nc[nH]c2c1 | 7% | -41%
Cc1ccc(-n2ncc(C(=O)NCc3ccccn3)c2C2CCN(C(=O)OC(C)(C)C)CC2)cc1C | 12% | -25%
COc1cc(NC(=O)c2ccc(NC(=O)N3CCSc4ncccc43)cc2)cc(OC)c1 | -3% | -15%
CCN(CC)c1ccc(NC(=O)COCc2cc(-c3ccc4c(c3)OCO4)on2)c(C)c1 | -13% | -37%
CC(=O)NC1CCCC1C#N (stereo not given) | ? | 1%
S=Cc1ccc(/C=C/c2ccnc3ccccc23)cc1 | ? | -32%
CCS(=O)(=O)N1CC(=O)N(c2ccc(Cl)cc2)C(C)(C(=O)NC2CCCCCC2)C1 (stereo not given) | 7% | -26%
CC(C)c1cc(-c2nc(-c3ccc(Br)cc3)no2)n[nH]1 | -8% | -66%
Cc1ccc(Cn2cc(S(=O)(=O)c3ccccc3)c(=O)c3cc(F)c(N4CCOCC4)cc32)cc1 | 8% | -12%
Cc1ccc(C(c2c(O)cc(C)n(Cc3ccco3)c2=O)N2CCC(C)CC2)cc1 (stereo not given) | -1% | 3%
COc1ccc(N2CCN(C(=O)c3cnc(N4CCOCC4)c4ccccc34)CC2)cc1 | 1% | 0%
Cc1ccc(NC(=O)CN2CCCN(Cc3ccccc3Cl)S2(=O)=O)c(C)c1 | 4% | -25%
CCCCN(C)S(=O)(=O)c1cc(-c2cc(C)no2)ccc1C | -13% | -35%
O=C(C[n+]1c(Cl)ccc2ccccc21)c1ccc2ccccc2c1 | ? | -9%
Cn1ncc(C(=O)N2CCN(c3ccccc3)CC2)c1C1CCN(C(=O)OC(C)(C)C)CC1 | 2% | -14%
Cc1cccc(CCNC(=O)CN(c2ccc(C(C)C)cc2)S(=O)(=O)c2c(C)nn(C)c2C)c1 | -19% | -24%
CC(C)CNc1ncnc2nc[nH]c12 | 4% | 8%
N#Cc1ccc(NC(=O)COc2ccccc2C(=O)Nc2ccccc2)cc1 | -11% | -13%
O=C(Cc1ccc(OCCC2CCCCC2)cc1)NO | -1% | -7%
CC(=O)Nc1ccc(SC[C@H](Cc2ccccc2)N2CC[C@@H](N)CCC2=O)cc1 | 0% | -11%
C/C(=C1/C=Nc2ccccc21)c1ccc(N(C)C)cc1 | ? | -42%
CCN(CC)CCN(CC)c1ccc(/C=C/c2ccnc3ccccc23)cc1 | -12% | -78%
Cc1cccc(C)c1NC(=O)C(=O)NCC(c1cccnc1)N1CCc2ccccc21 (stereo not given) | -9% | -19%
CC1CCCCN1c1cc2c(cc1F)c(=O)c(S(=O)(=O)c1ccccc1)cn2Cc1ccccc1 (stereo not given) | 8% | -7%
COc1ccc(-c2cc(C(C)=O)c(C)n2CCC(=O)Nc2cc(Cl)ccc2C)cc1 | -9% | -19%
Cc1cc2ccccc2n1-c1ccc(C(=O)N2CCC(C(=O)NCc3ccc(F)cc3)CC2)s1 | -23% | -25%
C[n+]1c(/C=C/c2ccc(F)cc2)ccc2ccccc21 | ? | -31%
COC(=O)c1sc(-c2ccccc2)cc1NC(=O)c1cccc(Cl)c1 | 14% | 0%
Cc1ccc(S(=O)(=O)N2CCN(S(=O)(=O)c3ccc4c(c3)OCCCO4)CC2)cc1 | ? | 5%
Cc1ccccc1NC(=O)C1CCC(CNS(=O)(=O)c2ccc3c(c2)C(C)(C)C(=O)N3C)CC1 (stereo not given) | -22% | 1%
COc1cc(OC)c2c(c1)C(=O)OC2c1cc(OC)c(OC)cc1C (stereo not given) | 17% | -2%
Cc1ccnc2ccc(Br)cc12 | 5% | 4%
COC(=O)c1cc(C)nc2c1c(=O)nc(SCc1cccc(C)c1)n2C1CC1 | -1% | -3%
CCCn1cc(S(=O)(=O)c2ccc(OC)cc2)c(=O)c2cc(F)c(N3CCCC(C)C3)cc21 (stereo not given) | ? | -12%
O=C(c1cccc2ccccc12)N1CCN(S(=O)(=O)c2ccccc2)CC1 | -4% | 2%
COc1ccccc1N1CCN(c2nc3ccc(C(=O)c4ccccc4)cc3n3c(C)nnc23)CC1 | 1% | 2%
COc1ccccc1NC(C)C(=O)c1c(C)[nH]c2ccccc12 (stereo not given) | -77% | -10%
CS(=O)(=O)c1ccc(C(=O)OCC(=O)N2CCc3ccccc32)cc1[N+](=O)[O-] | ? | -12%
Cc1ccc(C)c(NC(=O)CN2CCCN(Cc3cccc(Cl)c3)S2(=O)=O)c1 | -8% | -17%
O=C1C[C@H]2C=CCc3cccc(c32)CN1Cc1cccc(F)c1 | 9% | -17%
Cc1c(-c2nsc(NC(=O)c3ccc(Cl)cc3)n2)nnn1-c1ccc(C(C)C)cc1 | -8% | -54%
COc1ccc(CCNC(=O)c2ccc3c(c2)nc2n3CCOC2)cc1OC | 2% | 12%
Cc1ccc(CCNC(=O)CCn2nc(-c3ccc(C)cc3)ccc2=O)cc1 | 4% | -14%
Cc1cc(-c2ccc(S(=O)(=O)N3CCN(c4ccc(Cl)cc4)CC3)s2)on1 | 3% | -11%
CCOc1ccc(CCNC(=O)CSCc2nc(-c3cccc(C)c3)oc2C)cc1OCC | -15% | -52%
Cc1ccc(S(=O)(=O)c2nc(-c3cccc(C)c3)oc2N2CCN(c3ccccc3)CC2)cc1 | -9% | -5%
COCCNc1cc(N2CCN(C3CCCCC3)CC2)c2noc3c2c1C(=O)c1ccccc1-3 | -1% | -17%
O=C(Nc1ccc(Cl)cc1Cl)[C@@H]1CC=C[C@@H]2CCN(Cc3ccccc3)C(=O)[C@@H]21 | 1% | 0%
Cc1ccc(OCC(=O)Nc2ccc3c(c2)nc(CCNC(=O)c2ccco2)n3C)cc1 | -21% | -3%
O=C(C[N+]12CN3CN(CN(C3)C1)C2)c1ccc(-c2ccccc2)cc1 | ? | -28%
COc1cc2c(NC3CCN(C)CC3)nc(N3CCCN(C)CC3)nc2cc1OCCCN1CCCCC1 | ? | 8%
Cc1ccc2nc(COc3ccc(NC(=O)COc4ccccc4F)cc3)cc(=O)n2c1 | 4% | 0%
CCS(=O)(=O)N1CC(=O)N(c2ccc(Cl)cc2)C(C)(C(=O)NC2CCCCC2)C1 (stereo not given) | 10% | 9%
COc1ccc(-c2cn3nc(N4CCC(C(=O)NCc5ccc(F)cc5)CC4)sc3n2)cc1 | -20% | 3%
CCOc1ccc2nc(N3CCCC(C(=O)NCc4ccc(C)cc4)C3)sc2c1 (stereo not given) | 6% | 0%
CCN(CC)c1nc(C#N)nc(N2CCOCC2)n1 | 20% | -17%
Cc1cccc(CN2CCN(CC(=O)Nc3c(C)cccc3C)S2(=O)=O)c1 | -2% | -17%
Cc1ccc2oc(=O)n(CCCOc3ccc(Cl)cc3)c2c1 | ? | -21%

Next section.
SMILES | KB-3-1 tox | HepG2 viability
O=C(COCc1cc(-c2ccco2)on1)Nc1cc(Cl)ccc1O | -6% | -16%
Cc1nc2ccccc2nc1-c1csc(-c2ccccc2)n1 | 26% | -28%
C1=Cc2ccccc2/C1=C\c1cc[cH-]c1.[Fe+2].c1cc[cH-]c1 | 0% | 1%
Cc1ccc(-c2nc(CS(=O)(=O)CC(=O)Nc3ccc(Br)cc3F)c(C)o2)cc1 | 5% | -23%
CCC(=O)Nc1ccccc1-c1nc2ccccc2n(Cc2cccc(Br)c2)c1=O | 7% | -8%
N#Cc1ccccc1NC(=O)c1cnc(N2CCOCC2)c2ccccc12 | -5% | 4%
Nc1nc2ncn(COCCO)c2c(=O)[nH]1 | 4% | 5%
CC(=O)Nc1cc([N+](=O)[O-])cc(NC(C)=O)c1NC(C)=O | 0% | 0%
CCOC(=O)c1cc(-c2ccccc2)n(-c2cccc(C(=O)N(C)c3ccc(C)cc3)c2)c1C | 16µM* | 17%
Cc1ccc(-c2nc(S(=O)(=O)c3ccccc3)c(N3CCN(c4ccccc4)CC3)o2)cc1 | 3% | -2%
Cc1c2cnn(CC(=O)NCc3ccc(F)cc3)c(=O)c2c(C)n1Cc1ccccc1Cl | ? | -25%
COc1cc(Cl)c(C)cc1NC(=O)c1cnc(N2CCOCC2)c2ccccc12 | ? | -10%
O=C([C@@H]1CC=C[C@@H]2CCN(C3CC3)C(=O)[C@@H]21)N1CCOCC1 | 7% | 3%
CCC(CC)C(=O)Nc1ccc(OCc2cc(=O)n3ccc(C)cc3n2)cc1 | 11% | -3%
Cc1ccc(NC(=O)c2cnn(-c3ccc(C)c(C)c3)c2C2CCN(C(=O)OC(C)(C)C)CC2)c(C)c1 | -18% | 3%

Whole records, quoted from the list. Order of screens: KB-3-1 tox, HepG2 viability
CCC(CC)C(=O)Nc1ccc(OCc2cc(=O)n3ccc(C)cc3n2)cc1 is listed with 11%, -3%
Cc1c2cnn(CC(=O)NCc3ccc(F)cc3)c(=O)c2c(C)n1Cc1ccccc1Cl is listed with ?, -25%
CC(=O)Nc1cc([N+](=O)[O-])cc(NC(C)=O)c1NC(C)=O is listed with 0%, 0%
Cc1ccc(-c2nc(CS(=O)(=O)CC(=O)Nc3ccc(Br)cc3F)c(C)o2)cc1 is listed with 5%, -23%
Nc1nc2ncn(COCCO)c2c(=O)[nH]1 is listed with 4%, 5%

Other compounds:
SMILES | KB-3-1 tox | HepG2 viability
CC/C(=C/c1ccccc1)c1cc(Oc2ccccc2)cc2oc3ccccc3c12 | 0% | 35%
CC(C)(C)c1ccc(C(=O)C[n+]2cc(Br)cc(Br)c2)cc1 | -9% | -5%
CC(C)NC(=O)C1CCN(C(=O)N2CCOc3ccc(Cl)cc32)CC1 | 11% | 3%
COc1cccc(CNC(=O)c2ccc3c(c2)c(C)c(C)n3Cc2ccccc2)c1OC | 3% | -44%
CCOC(=O)C(C)Sc1ccc2nnc(-c3ccc(OCC)cc3)n2n1 (stereo not given) | ? | 0%
COCCNC(=O)c1cnn(-c2cccc(C)c2)c1-n1cccc1 | 18% | -7%
CCOc1ccc(OCC)c(Nc2nc3ccccc3c3nnc(C)n23)c1 | 2% | -5%
Cc1cc(C)c2c(/C=C/c3ccc(N(C)C)cc3)ccnc2c1 | -2% | 4%
CCOc1ccc(N(CC)S(=O)(=O)N2CCCC(C(=O)NCc3ccccc3Cl)C2)cc1 (stereo not given) | -19% | -17%
CCOc1ccc(-c2cc(C(=O)N3CCN(S(=O)(=O)c4cc(Cl)ccc4OC)CC3)[nH]n2)cc1 | 0% | -26%
O=C(NCc1ccccc1)c1cc2ccc3cccnc3c2[nH]1 | 4% | -19%
Cc1cccc(C(=O)N2CCc3cc(CNC(=O)c4cc5ccccc5[nH]4)ccc32)c1 | 11% | -6%
CCOC(=O)C1CCN(C(=O)Cn2nc(C)n3c(cc4sccc43)c2=O)CC1 | -1% | -27%
CCOc1ccccc1C(=O)Nc1ccc(-n2nncc2-c2ccccc2)cc1 | 8% | -6%
Cc1cccc(C)c1NC(=O)Cn1cc(S(=O)(=O)Cc2ccc(F)cc2)c2ccccc21 | -7% | -33%
